Screens from PubChem.
CHO-K1 Ca antag = nonselective inhibitor or artifact in parental CHO-K1 cells; ATP-induced calcium, Fluo-8 fluorescence; inhibition, % at 3 µM; actives 0.6% (n = 360,000);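 active means inhibition above a per-plate cutoff, the plate's mean sample inhibition plus 3 SD, cut at about 24% in these data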;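 further: 0% = DMSO plus EC80 ATP and 100% = DMSO alone without ATP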
CHO-K1 Ca PAM = nonselective activator or artifact in parental CHO-K1 calcium assay | activation, % at 3 µM | AID 602247 | ATP EC20, Fluo-8 calcium fluorescence; 0% at ATP EC20, 100% at ATP max | actives 0.02% (n = 360,000);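 active means activation above the run cutoff, the mean activation of all test compounds plus 3 SD, cut at about 40% in these data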;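 further: peak over basal fluorescence ratio in a 140 s read after ATP addition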
M1 ag parental = counter-screen for M1 agonists: effect in parental CHO-K1 cells. Fluo-8 calcium fluorescence; scaled to maximal ATP response, vehicle zero. activation, % at 3 µM. actives 0.48% (n = 360,000). AID 602248; in the data active means activation above about 15%;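 further: untransfected CHO-K1 host cells lacking M1 receptor as counterscreen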
M1 ag = human M1 muscarinic receptor agonism; P11229; CHO-K1 hM1, Fluo-8 calcium fluorescence, agonist mode; 0% DMSO, 100% acetylcholine EC100; activation, % at 3 µM; actives 0.33% (n = 360,000); AID 588814;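 active means activation above the run's mean compound activation plus 3 SD, cut at about 16% in these data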;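 further: peak over basal fluorescence ratio within a 140 s kinetic read after compound addition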
Target sequence (P11229 whole entry, looked up): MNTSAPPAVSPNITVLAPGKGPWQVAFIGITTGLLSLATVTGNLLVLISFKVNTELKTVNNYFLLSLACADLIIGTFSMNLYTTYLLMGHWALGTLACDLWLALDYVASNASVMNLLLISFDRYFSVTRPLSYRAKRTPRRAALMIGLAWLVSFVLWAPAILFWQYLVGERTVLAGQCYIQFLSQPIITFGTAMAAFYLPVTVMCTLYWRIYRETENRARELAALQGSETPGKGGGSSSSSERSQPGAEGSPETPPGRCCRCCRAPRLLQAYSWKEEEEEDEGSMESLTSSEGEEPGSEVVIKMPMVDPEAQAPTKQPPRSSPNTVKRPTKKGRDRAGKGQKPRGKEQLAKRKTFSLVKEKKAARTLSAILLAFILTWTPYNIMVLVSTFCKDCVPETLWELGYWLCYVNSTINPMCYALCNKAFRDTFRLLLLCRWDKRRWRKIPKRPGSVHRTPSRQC
TAAR1 ag = agonists of human TAAR1; Q96RJ0; CHO RD-HGA16 TAAR1, Fluo-8 calcium fluorescence; vehicle wells 0%, saturating PEA agonist 100%; activation, % at 3 µM; actives 0.99% (n = 360,000);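 active means activation above the mean activation of all test compounds in the run plus 3 SD, cut at about 38% in these data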
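Signal – calcium-sensitive Fluo-8 signal, excitation 470-495, emission 515-575 nm · System – RD-HGA16 (CHO) cells co-expressing Gα16 and hTAAR1 · Incubation – 17-24 h seeding, 75 min 37 °C dye, 30 min RT · Compound dosing – 3 µM single concentration · Repeats – no replicates (n 1)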
CHO parental Ca = counter-screen for OX1R antagonists: effect in parental CHO cells. parental CHO-K1, ATP-induced calcium, Fluo-8 fluorescence. inhibition, % at 5.6 µM. actives 0.63% (n = 330,000);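 active means inhibition above that plate's mean sample inhibition plus 3 SD, cut at about 26% in these data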;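 further: 0% = ATP-challenged DMSO wells and 100% = DMSO wells without ATP; some compounds past the cut are filed as inactive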
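Assay system – parental CHO cells · Reagent – ATP stimulus · Detection – intracellular calcium via Fluo-8 no-wash fluorescent dye · Evaluation – percent inhibition of ATP-evoked calcium rise, normalized to controls · Controls – ATP wells versus no-ATP DMSO wells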
OXTR potentiator = potentiators of human oxytocin receptor; P30559; CHO-OTR cells, Fluo-8 calcium fluorescence, potentiator mode; 0% = oxytocin EC15, 100% = EC100; activation, % at 3 µM; actives 0.061% (n = 320,000); AID 2445;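 active means activation above that plate's cutoff, the mean activation of tested compounds plus 3 SD, cut at about 6.6% in these data, passing the limit was not always enough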;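 further: 100% uses oxytocin at 75 nM as the full agonist control; some results filed as inactive read as strong as hits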
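assay system = CHO-OTR cells, human receptor | schedule = compound 6 min at room temperature before oxytocin, 100 s read | detection = Fluo-8 intracellular calcium fluorescence, ex 470-495, em 515-575 nm | evaluation = normalized max/min fluorescence ratio, % activation | control set = EC15 oxytocin alone as 0%, 75 nM oxytocin (EC100) as 100%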
TAAR1 antag = human TAAR1 antagonism. CHO RD-HGA16 TAAR1, Fluo-8 calcium fluorescence, antagonist. inhibition, % at 3 µM. actives 1.5% (n = 360,000);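 active means inhibition above a per-plate cutoff, the mean inhibition of test compounds on that plate plus 3 SD, cut at about 49% in these data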;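 further: 0% = DMSO plus EC80 beta-PEA response and 100% = DMSO alone without agonist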
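System: RD-HGA16 CHO cells with stable hTAAR1 and Gα16 | Probe or stimulus: EC80 β-phenethylamine stimulus | Dosing: 3 µM, single point | Times: Dye loading 75 min at 37 °C, then 30 min room temperature | Measured by: Fluo-8 calcium-sensitive fluorescence | Read-out basis: % inhibition of agonist calcium response | Replicates: n of 1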
V1aR counter = counter-screen for oxytocin receptor agonists: human V1a receptor agonists | actives 0.25% (n = 320,000) | P37288 | activation, % at 3 µM | CHO-V1R cells, Fluo-8 calcium fluorescence, agonist mode; 0% DMSO, 100% 3 nM vasopressin;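 active means activation above the mean activation of all tested compounds plus 3 SD, per screening run, cut at about 20% in these data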;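 further: signal is peak over basal fluorescence ratio across a 100 second FLIPR read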
Target sequence (P37288 whole entry, looked up): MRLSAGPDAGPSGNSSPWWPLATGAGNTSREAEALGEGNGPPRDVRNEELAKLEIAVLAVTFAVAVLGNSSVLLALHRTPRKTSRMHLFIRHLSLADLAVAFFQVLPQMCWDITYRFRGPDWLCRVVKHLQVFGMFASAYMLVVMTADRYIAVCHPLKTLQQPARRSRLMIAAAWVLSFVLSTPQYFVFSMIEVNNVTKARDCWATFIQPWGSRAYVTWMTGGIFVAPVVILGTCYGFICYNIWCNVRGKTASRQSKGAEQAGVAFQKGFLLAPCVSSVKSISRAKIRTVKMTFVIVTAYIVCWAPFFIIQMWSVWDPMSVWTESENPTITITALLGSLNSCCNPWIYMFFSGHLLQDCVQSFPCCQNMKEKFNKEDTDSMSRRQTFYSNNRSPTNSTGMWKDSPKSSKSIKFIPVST
Starred values were filed as active, the others as inactive; x = not tested or not shown.

SMILES	CHO-K1 Ca antag	CHO-K1 Ca PAM	M1 ag parental	M1 ag	TAAR1 ag	CHO parental Ca	OXTR potentiator	TAAR1 antag	V1aR counter
Cc1ccsc1-c1cc2nc(NCCOc3ccccc3Cl)n(C)c(=O)c2s1	-20	31	0.6	-3	0	x	x	-18	x
CC(C)C[C@@H]1COc2cccc(N3CCN(Cc4ccccc4F)CC3)c2S(=O)(=O)N1	-3	15	7.8	x	11	x	x	36	x
CCOC(=O)CNc1ncnc2nc[nH]c12	2	8	0.9	-2	1	3	1	-8	0.2
O=C(NCc1cccc(Cl)c1)N1CCN(S(=O)(=O)c2ccccc2F)CC1	-5	13	3.7	-3	2	1	-3	-8	3.6
COc1ccc(C(=O)NCC(=O)OCC(=O)N(C)c2ccccc2)cc1	-10	9	0.5	1	-3	-6	-1	-12	0.4
O=C(Nc1ccccn1)C(NS(=O)(=O)c1cccc2nsnc12)c1ccccc1 (stereo unspecified)	-2	15	0.1	-4	0	-29	-11	20	0.3
O=C(CN1CCOCC1)Nc1nc2ccc(F)cc2s1	-9	18	0.3	1	1	-10	-10	18	-0.5
Cc1occc1C(=O)OCC(=O)Nc1ccc(F)cc1	1	8	0.1	-2	4	2	-3	-16	0.7
CCOC(=O)C1C(=O)NC(c2ccccc2)=NC1c1ccc(C(C)C)cc1 (stereo unspecified)	-6	14	-0.1	-5	6	-18	-9	11	-1.3
OCC1CCCN(C(=S)Nc2ccc(OC(F)F)cc2)C1 (stereo unspecified)	8	9	-0.3	-5	1	2	-7	-8	0.2
CCOc1ccccc1NC(=O)c1ccc(C(=O)Nc2ccccc2OCC)nc1	-4	18	-0.4	-3	0	-9	-6	-3	0.3
O=C(O)c1cccc(S(=O)(=O)Nc2cc(Cl)ccc2Cl)c1	-1	-6	0.1	-3	1	3	-1	-29	0.1
Cc1occc1C(=O)N/N=C/c1ccccc1[N+](=O)[O-]	-14	16	0.7	-3	3	-16	3	-65	0.3
CCN(CC)CCOC(=O)c1ccc(N/C=C(/C#N)c2nc(-c3ccc(OC)c(OC)c3)cs2)cc1	-3	-8	1.7	-1	2	-3	-11	15	0.9
CCN(CC)C(=O)c1nc[nH]c1C(=O)N1CCc2ccccc2C1	-15	6	0.6	-4	3	5	-5	13	0.1

Some values from the results shown.
COc1ccc(C(=O)NCC(=O)OCC(=O)N(C)c2ccccc2)cc1 in OXTR potentiator reads -1
CCOC(=O)CNc1ncnc2nc[nH]c12 in M1 ag parental reads 0.9
CCOC(=O)C1C(=O)NC(c2ccccc2)=NC1c1ccc(C(C)C)cc1 (stereo unspecified) in CHO parental Ca reads -18
O=C(Nc1ccccn1)C(NS(=O)(=O)c1cccc2nsnc12)c1ccccc1 (stereo unspecified) in M1 ag reads -4
OCC1CCCN(C(=S)Nc2ccc(OC(F)F)cc2)C1 (stereo unspecified) in M1 ag parental reads -0.3

Going on with the list:
SMILES	CHO-K1 Ca antag	CHO-K1 Ca PAM	M1 ag parental	M1 ag	TAAR1 ag	CHO parental Ca	OXTR potentiator	TAAR1 antag	V1aR counter
CCOC(=O)c1nnc(-c2cccs2)nc1NC(C)C	25*	-5	-0.1	-2	14	-24	9	9	-0.6
CCOC(=O)COc1ccc(S(=O)(=O)NC2CC2)cc1	-3	16	0.6	-2	1	-7	-2	-10	0.9
CCN(CC(=O)Nc1ccc(NC(C)=O)cc1)C(=O)CCCOc1cccc(C)c1	14	-12	1.9	1	4	-11	-9	-16	0.6
S=C(c1ccccc1)N1CCCC1	17	-23	-0.1	0	-1	1	-1	-7	-0.8
Fc1ccc(C(c2nnnn2Cc2cccs2)N2CCN(C3CCCCC3)CC2)cc1 (stereo unspecified)	-9	8	1.2	-5	8	-28	-16	-4	1.1
Cc1c(C(N)=O)sc2nc(-c3ccccc3)cn12	1	9	0.3	0	9	-3	-9	4	0.2
COc1cc(C(=S)N2CCOCC2)ccc1O	-14	8	0.4	-2	6	-6	-7	4	-0.5
CCc1c(C#N)c(SCCC(=O)Nc2ccc(F)cc2)nc2c1C(=O)CC(C)(C)C2	2	0	3.5	0	21	0	-15	74*	3.6
Cc1ccc2nc(SCC(=O)NC(=O)NCc3ccco3)[nH]c2c1	-4	3	0.0	-4	10	-11	-9	7	3.7
O=C(Nc1cc(Sc2ccccn2)cc([N+](=O)[O-])c1)c1ccc(Cl)cc1	21	-4	2.7	0	15	20	-17	14	4.9
COC(=O)c1ccc(S(=O)(=O)N2CCOCC2)o1	2	-8	0.2	-2	0	-2	-7	-13	-0.7
Cc1ccc(-n2nnc(-c3cnc4ccccc4c3)n2)cc1	-15	13	0.2	-2	3	-16	-5	5	-0.4
O=C1OCCC1Sc1nnc(-c2ccco2)o1 (stereo unspecified)	-4	19	1.7	-1	13	-4	-7	9	0.1
CC(=O)c1cc(F)c(N2CCN(C(=O)COc3ccc(F)cc3)CC2)cc1C	-2	-2	8.6	15	16	2	-11	16	11
NC(=O)NC(=O)COC(=O)c1ccc2c(c1)C(=O)N(Cc1ccccc1)C2=O	5	-23	0.1	-1	1	-6	-15	-17	0.4
Cc1ccc(N(CC(=O)Nc2ccccc2C(=O)NCc2ccco2)S(=O)(=O)c2ccccc2)cc1C	-11	22	0.8	-3	2	-6	-11	14	2.0
O=C(CN(CCc1ccccc1)S(=O)(=O)c1ccc(Br)cc1)N/N=C/c1ccc2c(c1)OCO2	-6	11	0.7	-6	0	0	-13	10	1.2
COc1cc(C2NC(=O)NC(c3ccccc3)=C2C(C)=O)ccc1OCC(=O)O (stereo unspecified)	-17	14	0.0	-3	2	4	-4	-13	2.3
COCCNc1nc(Oc2cccc(NC(C)=O)c2)c2sccc2n1	-9	7	5.0	2	2	x	x	7	x
O=C(CSC(=S)N1CCCC1)N(Cc1nnc(-c2ccccc2Cl)o1)C1CC1	-11	8	0.6	-8	2	-22	0	-15	-0.3
O=C(Cc1n[nH]c(=O)c2ccccc12)N1CCN(S(=O)(=O)c2ccc(F)c(Cl)c2)CC1	-3	0	-0.1	-6	5	-20	6	21	-0.8
Cc1cccc(N2C(=O)N3[C@H](c4ccc(Cl)cc4)[C@@H]4C(=O)N(C5CCCCC5)C(=O)[C@@H]4[C@]3(Cc3ccc(Cl)cc3)C2=O)c1	-5	-4	-0.1	-5	x	-20	2	x	0.6
Cc1ccc(C)c2sc(N3CCN(C(=O)c4ccc([N+](=O)[O-])o4)CC3)nc12	21	-35	0.0	-3	-1	-20	-10	11	-1.6
O=C(NC(=S)NNC(=O)c1ccccc1O)c1ccccc1	-15	20	9.9	24*	66*	12	-9	29	5.4
Cc1ccc(C(=O)O/N=C2\CCSc3ccc(C)cc32)cc1	-10	22	3.4	-6	1	-25	-4	23	0.4
CCCc1cc(=O)[nH]c(SCC(=O)Nc2ccc(N3CCCCC3)cc2)n1	-13	12	0.3	-5	0	-13	2	9	1.1
CC(C)CC1NC(=O)c2ccccc2-n2c1nc1ccccc1c2=O (stereo unspecified)	x	x	x	x	11	-4	-1	-10	-0.3
CNc1nc(C)nc(N/N=C/c2ccccc2)n1	-17	12	0.4	-5	6	-2	-6	-6	0.5
CN(C)C1=NCC(CSC(=N)N)S1 (stereo unspecified)	-3	4	0.0	-6	11	2	-10	6	0.8
Cc1ccc(Nc2c([N+](=O)[O-])ccc3nonc23)cc1C	-16	5	-0.7	-5	2	-10	-3	-29	-0.3
Cc1ccc(S(=O)(=O)Cc2ccc(C(=O)N3CCC(C(N)=O)CC3)o2)cc1	-12	13	0.3	7	1	-8	-7	-2	0.4
O=C(Nc1ccc2nc3n(c(=O)c2c1)CCCC3)c1ccc(Cl)nc1	-15	10	0.2	-3	1	-18	1	-25	-0.8
COc1ccc(-c2ccnc3c(C(=O)O)cnn23)cc1	-1	6	-0.1	-4	3	-3	0	-8	-0.4
O=C(O)CCc1ccc(-c2ccccc2)n1Cc1ccco1	15	5	-0.1	3	5	-12	-1	-5	0.3
COc1cccc(C(=O)N/N=c2\sc3ccccc3n2C)c1	-8	26	-0.1	-6	4	-12	-14	-6	-0.2
Cc1ccc(-c2csc(C(C)(O)c3ccc(F)c(F)c3)n2)cc1C (stereo unspecified)	-7	25	1.7	-7	2	x	x	-4	x
CCC(C(=O)N1CCc2ccccc2C1)n1nc(C)n2c(cc3occc32)c1=O (stereo unspecified)	-4	17	0.7	-4	5	-28	-17	-8	0.1
CCCCOc1ccc(Cn2c(=O)oc3ccccc32)cc1	-16	18	-0.1	-3	2	x	x	38	x
COc1cc(SC)ccc1C(=O)NCCc1ccccc1	-4	9	-0.2	-8	-1	-12	-7	-12	-1.8
COc1ccc(CCN2C(=O)CC(N3CCN(S(=O)(=O)c4ccccc4)CC3)C2=O)cc1 (stereo unspecified)	-15	18	3.2	-2	1	-7	-11	-2	-0.2
COc1ccc(CNC(=O)c2ccccc2SCC(=O)N2CCCC2)cc1OC	11	-19	1.3	0	5	-6	-5	-10	-0.5
N#C/C(=C\c1cccs1)C(=O)NCC1CCCO1 (stereo unspecified)	-3	10	0.6	-3	5	4	-7	-14	3.8
COc1ccc(CCNC(=O)c2c(O)c3ccccc3[nH]c2=O)cc1	-14	26	1.8	-3	2	-8	-7	-15	1.4
C[C@@H]1CCC(=O)N(C[C@@H](C)CSc2ccc(Br)cc2)CC1	-17	8	2.4	-3	14	-6	-7	26	2.5
CCC(CC)c1nc2cc(OC)c(OC)cc2c(=O)o1	-2	9	0.2	-3	3	-10	-9	-25	0.9
COC(=O)CNC(=O)c1cc(-c2ccncc2)nc2ccccc12	-10	19	1.8	-6	-1	-3	-7	3	4.9
O=C1CC(c2ccc3c(c2)OCO3)Sc2nc3ccccc3n21 (stereo unspecified)	1	-10	0.2	-3	7	-3	-9	14	0.0
CC1CCN(S(=O)(=O)c2ccc3c(c2)CC(C)N3C(=O)C2CCC2)CC1 (stereo unspecified)	-6	-9	4.8	2	-3	-6	-10	-26	2.1
COc1ccccc1/C=N/NC(=O)CO	-3	-5	0.1	-3	3	-5	2	10	0.6
O=C(c1ccc2nc(N3CCOCC3)sc2c1)N1CCN(C(=O)c2ccco2)CC1	-5	6	0.5	-1	1	-6	-5	-6	-0.3

Shown with values under each structure: entries from further up.
Second line of a record – CHO-K1 Ca antag | CHO-K1 Ca PAM | M1 ag parental | M1 ag | TAAR1 ag | CHO parental Ca | OXTR potentiator | TAAR1 antag | V1aR counter
COC(=O)CNC(=O)c1cc(-c2ccncc2)nc2ccccc12
→ -10 | 19 | 1.8 | -6 | -1 | -3 | -7 | 3 | 4.9
O=C(c1ccc2nc(N3CCOCC3)sc2c1)N1CCN(C(=O)c2ccco2)CC1
→ -5 | 6 | 0.5 | -1 | 1 | -6 | -5 | -6 | -0.3
